Source: PubChem
Rad51 HR inh – blocks human Rad51 in homologous recombination | Q06609 | hRad51 DNA strand exchange, fluorescence dequenching | inhibition, % at 10 µM | hit rate 0.085% among 200,000 | AID 1385;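 active = inhibition above 40% at the single screening dose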;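 also: 0% = DMSO control wells and 100% = blanks with heterologous ssDNA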
Target sequence (Q06609 whole entry, looked up): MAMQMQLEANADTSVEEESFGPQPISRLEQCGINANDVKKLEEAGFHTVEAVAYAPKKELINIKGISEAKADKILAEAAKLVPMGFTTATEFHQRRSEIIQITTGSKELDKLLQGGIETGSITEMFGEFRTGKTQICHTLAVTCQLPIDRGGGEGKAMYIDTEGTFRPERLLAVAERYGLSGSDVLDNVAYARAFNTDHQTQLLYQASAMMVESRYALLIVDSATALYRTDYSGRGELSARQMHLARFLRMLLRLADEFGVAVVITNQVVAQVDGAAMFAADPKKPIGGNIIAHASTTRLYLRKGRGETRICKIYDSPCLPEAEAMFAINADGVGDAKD
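Read-out basis: percent inhibition relative to plate controls and blanks / Assay system: human Rad51 nucleoprotein filaments preassembled on unlabelled ssDNA / Timing: filaments 15 min 37 °C, then compound 30 min / Control set: per-plate controls and blanks / Technique: fluorescence dequenching at 485/520 nm / Compound: 10 µM final, single point / Also added: Fluorescein- and BHQ1-tagged 47-mer duplex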
NCF1 inh – inhibitors of human p47phox binding; AID 1274; inhibition, % at 24.7 µM; p47phox/p22phox peptide binding, fluorescence polarization, 2 h; P14598; hit rate 0.53% among 220,000;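 also: 0% = p47phox with labelled peptide and 100% = labelled peptide alone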
Target sequence (P14598 whole entry, looked up): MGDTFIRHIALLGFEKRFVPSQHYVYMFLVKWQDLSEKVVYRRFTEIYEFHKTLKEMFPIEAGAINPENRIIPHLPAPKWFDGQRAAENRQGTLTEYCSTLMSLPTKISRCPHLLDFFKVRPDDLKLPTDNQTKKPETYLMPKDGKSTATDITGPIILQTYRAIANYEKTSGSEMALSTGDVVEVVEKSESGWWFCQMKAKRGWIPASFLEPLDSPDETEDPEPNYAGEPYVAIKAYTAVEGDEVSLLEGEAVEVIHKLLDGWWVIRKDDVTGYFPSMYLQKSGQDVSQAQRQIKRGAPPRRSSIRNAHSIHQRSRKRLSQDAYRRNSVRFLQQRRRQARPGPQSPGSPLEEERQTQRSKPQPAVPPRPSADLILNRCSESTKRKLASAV
Thrombin inh – blocks human thrombin protease activity | P00734 | alpha-thrombin, Boc-VPR-AMC fluorogenic substrate cleavage | inhibition, % at 5 µM | hit rate 0.26% among 220,000 | AID 1046;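 active = inhibition at or above 40%; inactive = inhibition below 40%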;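 also: 0% = enzyme with no compound and 100% = wells without enzyme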
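System – human alpha-thrombin · Medium – pH 7.5 Tris (50 mM) with NaCl 150 mM, Tween 20 0.05% · Compound – single-point dosing at 5 µM, 0.2% DMSO · Incubation – enzyme reaction carried out at room temperature · Technique – fluorescence of released AMC, ex 355 nm, em 460 nm · Read-out basis – % inhibition of thrombin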
14-3-3 Bad PPI – disrupts binding of bovine 14-3-3 zeta to phospho-Bad peptide; P63103; TR-FRET 14-3-3zeta/Dy647-pBad peptide displacement, 1 h; AID 781; inhibition, % at 21.7 µM; hit rate 0.71% among 220,000;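 active = inhibition above about 70%, limit read from the data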;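 also: 0% = full 14-3-3 plus peptide FRET controls and 100% = background without 14-3-3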
Target sequence (P63103 whole entry, looked up): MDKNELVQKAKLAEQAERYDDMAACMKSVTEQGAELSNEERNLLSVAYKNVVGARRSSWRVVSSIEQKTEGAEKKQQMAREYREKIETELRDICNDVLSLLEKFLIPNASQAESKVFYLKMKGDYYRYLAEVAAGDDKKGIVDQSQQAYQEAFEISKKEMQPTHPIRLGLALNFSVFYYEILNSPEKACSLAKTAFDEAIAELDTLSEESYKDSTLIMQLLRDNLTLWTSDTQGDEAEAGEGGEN
Cl transport mod – KCC2 (human) Cl- transport modulation. Q9H2X9. KCC2 cells, thallium flux FluoZin-2 fluorescence. B-score of Tl+ flux slope (higher = more flux/activation; lower = inhibition) at 10 µM. hit rate 2.2% among 190,000. AID 1456;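 active = thallium flux slope and its plate-corrected score both differing from the plate sample mean at a set confidence after two filtering rounds, in either direction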;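 also: slope of fluorescence scaled to starting intensity during 10 to 20 s after thallium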
eIF4E 4G PPI – eIF4E/eIF4G interaction inhibition in translation initiation | P63073+Q04637 | TR-FRET eIF4E-eIF4GI(517-606) binding, 2 h | inhibition, % at 21.7 µM | hit rate 0.37% among 220,000;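 also: 0% = full FRET control wells and 100% = background wells lacking eIF4GI fragment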
EBV gp42 block – blocks Epstein-Barr virus glycoprotein 42 binding. Q1HVG2. Fluorescence polarization binding assay, mP read-out. inhibition, % (tested at 21.74 µM). hit rate 0.42% among 220,000. AID 1085; in the data active = inhibition above about 50%
hK5 inh – blocks human kallikrein 5 protease activity | AID 873 | hit rate 0.59% among 210,000 | recombinant hK5, fluorogenic AMC substrate cleavage | inhibition, % at 5 µM;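 active = inhibition of 40% or more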;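 also: 0% = enzyme controls without compound and 100% = no-enzyme blanks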
Furin inhibitor – inhibitors of human furin. P09958. purified furin, fluorogenic substrate cleavage. inhibition, % at 30 µM. hit rate 0.061% among 220,000. AID 463115; in the data active = inhibition above about 25%; also: inactives centre near -15
* marks the source's active call; other numbers are inactive results; nt = not tested or not shown; [ ] = remark or other dose.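 The calls were made as follows, unless noted: active = inhibition above about 30% (limit read from the data); inactive = the rest.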

A first look (17 entries):
Screens in order – Rad51 HR inh	NCF1 inh	Thrombin inh	14-3-3 Bad PPI	Cl transport mod	eIF4E 4G PPI	EBV gp42 block	hK5 inh	Furin inhibitor
O=C(N/N=C/c1ccc(F)cc1)c1c(O)c2ccccc2[nH]c1=O
→ -2	15	3	29[fluorescence artefact?]	-0.63	2	-6	-2	-12
Cc1cc(C)n2nc(SCCOc3ccccc3F)nc2n1
→ -11	-12	-6	-3	-1.4	-2	-9	-7	-15
CC(C(=O)Nc1ccccc1Cl)N(c1ccccc1)S(C)(=O)=O (centres undefined)
→ -35	-2	-6	-2	0.57	2	0	nt	-23
COc1cccc(OC)c1C(=O)NC(=O)Nc1c(F)c(F)c(F)c(F)c1F
→ 9	-4	2	2	0.38	2	-9	-4	-23
Oc1ccc(C(=S)N2CCN(c3cccc(Cl)c3)CC2)cc1
→ -5	7	-4	5	1.9	-2	-5	-3	-23
O=C(NCc1cccc(Cl)c1)c1ccc2nc[nH]c2c1
→ -18	-9	-3	3[fluorescence artefact?]	0.02	2[fluorescence artefact?]	5	-8	-28
CCOC(=O)CSC1=C(C#N)C(=O)NC2(CCCCC2)S1
→ nt	-9	5	24	0.28	-4	-17	-24	-8[20 µM]
CC(=O)Nc1cc(C(=O)N(C)Cc2ccco2)ccc1Sc1ccc(Cl)cc1
→ nt	-8	-1	1	-1	1	5	-23	0
Cc1cc(C)c(S(C)(=O)=O)c(=O)[nH]1
→ nt	5	0	-13	nt	1	-8	13	-22
Cc1nnc(SCC(=O)NC23CC4CC(CC(C4)C2)C3)s1
→ 5	4	0	3	-0.25	1	4	4	-22
COc1ccc(C2/C=C\CN(C(=O)NC34CC5CC(CC(C5)C3)C4)CC(=O)N2Cc2ccc(F)cc2)cc1 (centres undefined)
→ 7	-8	-1	-1	0.89	-1	-17	1	-23
Cc1ccc(C(=O)NC2(O)C(=O)c3ccccc3C2=O)cc1C
→ 4	0	5	-4	-0.15	-12	-7	5	-27
CCn1c(=N)n(CC(=O)c2ccco2)c2ccccc21
→ -3	0	1	-18	0.016	-4	2	5	-15[20 µM]
CC(C)(C)N(CC#CCC(O)(c1ccccc1)C1CCCC1)CCO (centres undefined)
→ 1	-8	-10	28	-0.086	3	-5	0	-30
COc1ccc(CNCCc2ccc(Cl)cc2)cc1OCc1ccccc1
→ 7	-8	1	3	0.56	5	-14	-21	-14
CC(C)CNc1c(N)n(CC(C)C)c(=O)[nH]c1=O
→ 4	-1	-4	-1	0.013	0	25	2	-16
C/C(CCc1ccc2c(c1)OCO2)=N\N=C1\NC(=O)CC(C(=O)Nc2ccccc2)S1 (centres undefined)
→ -2	-4	-3	13	nt	-5[fluorescence artefact?]	-5	-14	-20[20 µM]

The listing (from the top)
Screens in order – Rad51 HR inh	NCF1 inh	Thrombin inh	14-3-3 Bad PPI	Cl transport mod	eIF4E 4G PPI	EBV gp42 block	hK5 inh	Furin inhibitor
O=C(N/N=C/c1ccc(F)cc1)c1c(O)c2ccccc2[nH]c1=O
→ -2	15	3	29[fluorescence artefact?]	-0.63	2	-6	-2	-12
Cc1cc(C)n2nc(SCCOc3ccccc3F)nc2n1
→ -11	-12	-6	-3	-1.4	-2	-9	-7	-15
CC(C(=O)Nc1ccccc1Cl)N(c1ccccc1)S(C)(=O)=O (centres undefined)
→ -35	-2	-6	-2	0.57	2	0	nt	-23
COc1cccc(OC)c1C(=O)NC(=O)Nc1c(F)c(F)c(F)c(F)c1F
→ 9	-4	2	2	0.38	2	-9	-4	-23
Oc1ccc(C(=S)N2CCN(c3cccc(Cl)c3)CC2)cc1
→ -5	7	-4	5	1.9	-2	-5	-3	-23
O=C(NCc1cccc(Cl)c1)c1ccc2nc[nH]c2c1
→ -18	-9	-3	3[fluorescence artefact?]	0.02	2[fluorescence artefact?]	5	-8	-28
CCOC(=O)CSC1=C(C#N)C(=O)NC2(CCCCC2)S1
→ nt	-9	5	24	0.28	-4	-17	-24	-8[20 µM]
CC(=O)Nc1cc(C(=O)N(C)Cc2ccco2)ccc1Sc1ccc(Cl)cc1
→ nt	-8	-1	1	-1	1	5	-23	0
Cc1cc(C)c(S(C)(=O)=O)c(=O)[nH]1
→ nt	5	0	-13	nt	1	-8	13	-22
Cc1nnc(SCC(=O)NC23CC4CC(CC(C4)C2)C3)s1
→ 5	4	0	3	-0.25	1	4	4	-22
COc1ccc(C2/C=C\CN(C(=O)NC34CC5CC(CC(C5)C3)C4)CC(=O)N2Cc2ccc(F)cc2)cc1 (centres undefined)
→ 7	-8	-1	-1	0.89	-1	-17	1	-23
Cc1ccc(C(=O)NC2(O)C(=O)c3ccccc3C2=O)cc1C
→ 4	0	5	-4	-0.15	-12	-7	5	-27
CCn1c(=N)n(CC(=O)c2ccco2)c2ccccc21
→ -3	0	1	-18	0.016	-4	2	5	-15[20 µM]
CC(C)(C)N(CC#CCC(O)(c1ccccc1)C1CCCC1)CCO (centres undefined)
→ 1	-8	-10	28	-0.086	3	-5	0	-30
COc1ccc(CNCCc2ccc(Cl)cc2)cc1OCc1ccccc1
→ 7	-8	1	3	0.56	5	-14	-21	-14
CC(C)CNc1c(N)n(CC(C)C)c(=O)[nH]c1=O
→ 4	-1	-4	-1	0.013	0	25	2	-16
C/C(CCc1ccc2c(c1)OCO2)=N\N=C1\NC(=O)CC(C(=O)Nc2ccccc2)S1 (centres undefined)
→ -2	-4	-3	13	nt	-5[fluorescence artefact?]	-5	-14	-20[20 µM]
NNC(=O)c1ccc(CSc2nc3ccccc3s2)cc1
→ 4	-17	14	-10	-0.026	0	-5	27	-6
Cc1c(C#N)c2ccccc2n1CC(=O)NC(C)c1ccccc1 (centres undefined)
→ 2	-14	1	0	0.78	2	-3	-4	-17[20 µM]
CCCCC1=NN2C(=N)CC(=O)N=C2S1
→ 3	-8	1	-23	1.3	0	-15	-15	-10[20 µM]
O/N=C/c1ccc(-c2ccccc2OC(F)(F)F)o1
→ 22	-24	-4	1	nt	4	-9	-2	-13
NS(=O)(=O)c1ccc(CCNC(=O)CN2CCC(Cc3ccccc3)CC2)cc1
→ -10	-4	0	-8	0.79	-4	-6	-6	-26
CCn1c(COc2ccc(C)cc2)nnc1SCC(=O)NNC(=O)c1ccc(OC)cc1
→ nt	10	3	-7[fluorescence artefact?]	2.5	-4	-28	-4	-16
O=C(COc1cccc(OC(F)F)c1)Nc1ccc(SC(F)F)cc1
→ 9	-13	-8	4	nt	1	-2	1	-17
Cc1ccc(NC(=O)c2ccc3c(c2)[nH]c(=O)n3C(C)C)cc1
→ 3	-10	-4	-6	0.38	1	-6	2	-23
CCN1C(=O)C(NC(C)=O)c2cc(Br)ccc21 (centres undefined)
→ 6	-13	-3	3	nt	1	-21	-25	-21
Cc1nn(CC(=O)NC(C)c2ccccc2)c(=O)c2ccccc12 (centres undefined)
→ 4	-4	5	-3	-0.25	-3	-12	-16	-17
CCOC(=O)C1=C(C)NC(=S)NC1c1ccc(-c2cccc(Cl)c2C)o1 (centres undefined)
→ -5	-6	-5	3	0.17	2[fluorescence artefact?]	-8	4	-21
Cc1ccc(-c2nc3ccccc3s2)cc1NC(=S)NC(=O)/C=C/c1ccco1
→ nt	-1	3	-9	0.046	-5	-2	12	-4[20 µM]
O=C(N1CCOCC1)N1CCC(n2nnc3ccccc32)CC1
→ 5	-6	-5	1	0.52	-4	-16	-4	-13
COc1ccc(CC(=O)Nc2nnc(C(C)(C)C)s2)cc1OC
→ -65	1	5	-7	0.072	-1	2	-7	-13
CCN1CCN(S(=O)(=O)c2cccc([N+](=O)[O-])c2)CC1
→ -2	-7	18	3	nt	0	-5	-14	-7[20 µM]
CCOC(=O)C1CCCN(c2c(NCC3CCCN3CC)c(=O)c2=O)C1 (centres undefined)
→ -17	-18	-3	2	-0.022	6	-8	-14	-25
CCCn1nnc(NC(=O)/C=C/c2cc(Br)ccc2OC)n1
→ 0	-3	-8	9	0.31	0	-7	-4	-17
CC(C)(C)n1nc2c(c1NC(=O)COc1ccc3ccccc3c1)CS(=O)(=O)C2
→ -3	3	2	nt	-3.3	nt	-12	1	-15[20 µM]
CCC(=O)Nc1c2c(nn1-c1ccccc1C)CSC2
→ 8	-12	2	-13	-0.38	2	0	-15	-26[20 µM]
CCn1nc(C)c(/C=N/NC(=O)CSc2ccccn2)c1C
→ nt	7	0	3	-0.24	-9	11	6	-23
CCOC(=O)c1c(-c2cccs2)csc1NC(C)=O
→ 0	3	-1	-8[fluorescence artefact?]	-1.3	2	-16	-6	-8[20 µM]
CCN1C(=S)SC(=O)C1=C1C=C(C)N(CCO)C(C)=C1
→ -3	-16	-21	-1[fluorescence artefact?]	-1.7	3[fluorescence artefact?]	-75	1	15
CCOC(=O)c1csc(NC(=O)Nc2cccc(OC)c2)n1
→ -4	-5	-4	-4	1	-3[fluorescence artefact?]	-32	-2	-19
O=C(O)CCN1C(=O)/C(=C/c2cn(-c3ccccc3)nc2-c2cccs2)SC1=S
→ nt	-95	1	76*	0.25	30*	-196	2	-11
O=c1c(CN2CCN(c3ccccn3)CC2)coc2ccccc12
→ -9	14	2	-1	0.63	1	-20	-22	-2
CS(=O)(=O)c1cnc2c(S(=O)(=O)c3ccccc3)cnn2c1N
→ -79	-7	2	-10	0	0	2	0	-26
CCOC(=O)N1CCC(NC(=O)c2ccc3c(=O)n4c(nc3c2)CCCC4)CC1
→ -2	-5	-11	2	0.32	-7	9	-11	-17
Cc1cc(C)nc(/N=C(\N)Nc2ccc(SC(F)F)cc2)n1
→ -62	-14	2	-4	1	-10	-7	-7	-13
CC1CN(/C(=N\S(=O)(=O)c2ccccc2)c2ccccc2)CC(C)O1 (centres undefined)
→ 1	1	5	0	-0.28	1	-4	-1	-16
COc1ccc(C2CC(=O)C=C(NC3CCCC3)C2)cc1 (centres undefined)
→ -2	-6	0	-2	0.6	1[fluorescence artefact?]	-16	-5	-21[20 µM]
CCOC(=O)C1=C(CC)Nc2ccccc2N=C1NC(=O)c1ccc(S(=O)(=O)N2CCOCC2)cc1
→ 6	-11	-3	-5	-1.1	2	-15	-14	-15
Cc1ccc(S(=O)(=O)N(Cc2cc3ccc(C)cc3[nH]c2=O)c2ccccc2)cc1
→ -3	-9	-4	0	-0.39	-1	-4	-1	-14
CCC1=NN(C(=O)C(=O)Nc2ccc(OC)cc2)C(O)(C(F)(F)F)C1 (centres undefined)
→ -7	-5	1	-6	nt	-7	-27	-33	-13[20 µM]
CC(OC(=O)CC1CC2CCC1C2)C(=O)Nc1ccc(N2CCOCC2)cc1 (centres undefined)
→ -15	-10	-11	-6	-0.051	-1	-1	-1	-20
